KB-V1 cytotox: KB-V1 MDR subline cytotoxicity. 400,000 compounds, 3.4% hits. Potency, µM (doses to about 46.1 µM), without a hit: at the top dose activity change, negative = cytotoxicity, most hits filed as cytotoxic. KB-V1 MDR cells viability, CellTiter-Glo, 72 h; also: potency is read from the fitted curve at half-maximal effect; % is scaled to controls: 0 for no effect and ±100 for the full control effect; nearly all actives have a fitted effect of over 60% in size
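KB-V1 cells (P-gp-expressing MDR subline of KB-3-1) in phenol-red-free DMEM with 10% FBS were exposed to library compounds over a concentration series for 72 h at 37 degrees C. Viability read by CellTiter-Glo luminescence; concentration-effect curves fitted after normalization.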
PTHR1 ag: activates the human parathyroid hormone receptor PTHR1. 410,000 compounds, 0.075% hits. Potency, µM (titrated, usually from 115 µM), inactives show at the highest dose activation, most hits filed as activators. Q03431. HEK293 GP2 PTHR1 cells, GloSensor cAMP luminescence, 1 h; also: potency is read from the fitted curve at half-maximal effect; nearly all actives have a fitted effect of over 55% in size; some results filed as inactive show a strong effect at the top dose; inactives centre near -15; many of its hits are not listed in these tables
Target sequence (Q03431 whole entry, looked up): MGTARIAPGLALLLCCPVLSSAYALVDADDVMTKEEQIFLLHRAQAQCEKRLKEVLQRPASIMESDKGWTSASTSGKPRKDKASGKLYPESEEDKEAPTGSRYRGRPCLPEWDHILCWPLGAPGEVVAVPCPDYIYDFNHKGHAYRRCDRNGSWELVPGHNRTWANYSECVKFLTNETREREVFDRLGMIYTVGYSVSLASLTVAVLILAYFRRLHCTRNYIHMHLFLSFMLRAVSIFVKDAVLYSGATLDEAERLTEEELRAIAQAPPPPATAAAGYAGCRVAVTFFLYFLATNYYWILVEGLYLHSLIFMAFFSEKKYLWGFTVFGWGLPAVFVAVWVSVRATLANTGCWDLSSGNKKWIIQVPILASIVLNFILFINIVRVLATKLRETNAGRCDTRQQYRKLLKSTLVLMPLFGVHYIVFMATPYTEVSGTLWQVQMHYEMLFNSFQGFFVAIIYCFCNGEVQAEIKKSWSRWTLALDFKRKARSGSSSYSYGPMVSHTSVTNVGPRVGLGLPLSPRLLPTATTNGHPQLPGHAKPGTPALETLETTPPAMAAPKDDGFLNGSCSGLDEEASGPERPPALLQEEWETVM
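HEK-293-derived GP2 cells expressing PTHR1 and a GloSensor cAMP reporter, 3,000/well, plated overnight, given luciferin plus IBMX (each 0.5 mM as added) for 1 h at 37 °C, then compound for 1 h at 37 °C. Luminescence was read after 15 min at room temperature.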
GLP1R cytotox: cytotoxicity in counter-screen for GLP-1R inverse agonists | HEK293 cAMP-luciferase reporter cells, luminescence, 24 h | Potency, µM (top dose mostly 38.3 µM), without a hit: at the highest dose activity change, negative = inhibition, hits mostly inhibitors | 410,000 compounds, 0.13% hits | AID 624418;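 also: loss of luciferase light is scored as toxicity; potency is read from the fitted curve at half-maximal effect; % is scaled to controls: 0 for no effect and ±100 for the full control effect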
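MLSMR compounds, 24 hr on cells at 37 deg C/5% CO2; luminescence after luciferase reagent (12 min RT). Inhibition counted as the undesired cytotoxic outcome.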
DRD3 antagonist: antagonists of human D3 dopamine receptor; D3R cells, DiscoveRx beta-arrestin luminescence, antagonist mode; hits give low values; max response, negative = inhibition, %; 360,000 compounds, 2.5% hits; in the data active = max response below about -50%; inconclusive = no clear call, values can overlap the other calls; also: % is scaled to controls: 0 for no effect and ±100 for the full control effect; mostly tested at two doses, the higher about 12 µM
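Cells expressing the human receptor were seeded at 1500 cells/well, incubated overnight at 37 degrees C in 5% CO2, then exposed to library compounds with dopamine controls for 90 minutes at 37 degrees C before luminescent detection.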
GLP-1R agonist: activates the human GLP-1 receptor; P43220; HEK293 GLP-1R CRE-luciferase, luminescence, 4-6 h; cells express a hypersensitive GLP-1R form; Potency, µM (highest dose often 45.6 µM), for the others: at the highest dose activation, usual class: activators; 380,000 compounds, 0.007% hits; also: potency is read from the fitted curve at half-maximal effect; % of control where 0% means no effect
Target sequence (P43220 whole entry, looked up): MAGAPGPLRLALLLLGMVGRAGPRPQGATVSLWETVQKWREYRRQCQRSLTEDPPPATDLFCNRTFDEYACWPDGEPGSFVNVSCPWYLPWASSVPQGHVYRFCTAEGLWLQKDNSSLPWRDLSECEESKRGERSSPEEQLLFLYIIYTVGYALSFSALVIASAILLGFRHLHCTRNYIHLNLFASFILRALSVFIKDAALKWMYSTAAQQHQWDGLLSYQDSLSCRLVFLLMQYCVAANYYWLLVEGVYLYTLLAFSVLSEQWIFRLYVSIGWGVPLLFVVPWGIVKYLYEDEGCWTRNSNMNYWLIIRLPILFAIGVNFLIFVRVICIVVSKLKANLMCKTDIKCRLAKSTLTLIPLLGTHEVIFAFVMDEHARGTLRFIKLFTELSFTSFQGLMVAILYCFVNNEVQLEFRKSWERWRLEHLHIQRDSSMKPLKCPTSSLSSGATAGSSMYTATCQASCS
aSyn rescue: alpha-synuclein toxicity inhibition in yeast; Yeast expressing alpha-synuclein, growth rescue, BacTiter-Glo, 24 h; Potency, µM (series often up to 46.1 µM), for the others: at the highest dose growth rescue (activation), actives largely listed as activators; 370,000 compounds, 0.14% hits; also: potency is read from the fitted curve at half-maximal effect; % of control where 0% means no effect; nearly all actives have a fitted effect of over 65% in size
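Rescue of yeast growth: cells expressing toxic alpha-synuclein, induced in galactose at OD600 0.02, incubated with compound 24 h at 30 C. ATP luminescence quantified growth; inhibitors of toxicity appear as activators.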
DRD3 agonist: activates the human D3 dopamine receptor. D3R DiscoveRx beta-arrestin cells, luminescence, 90 min. max activation, %. 410,000 compounds, 0.58% hits. AID 652048; in the data active = max activation above about 30%; also: 0% is about no effect; mostly tested at two doses, the higher about 12 µM
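Cells at 1500/well, incubated overnight, then treated with pinned compounds (dopamine as control) for 90 min at 37 degrees C. DiscoveRx reagent added for 30 - 60 minutes at room temperature; luminescence read.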
GLP1R inv ag: acts as inverse agonist at human GLP-1 receptor | AID 624417 | HEK293 GLP-1R CRE-luciferase, luminescence, 24 h; GLP-1R form is constitutively active | 410,000 compounds, 1.6% hits | Potency, µM (top dose mostly 38.3 µM), inactives show top-dose activity change, negative = inhibition, actives largely listed as inhibitors | P43220; also: potency is read from the fitted curve at half-maximal effect; % is scaled to controls: 0 for no effect and ±100 for the full control effect; nearly all actives have a fitted effect of over 55% in size
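Luminescence readout: a drop in cAMP-driven luciferase signal flags inverse agonism at a constitutively active GLP-1R stably expressed in HEK293. Compound exposure lasted 24 hr at 37 deg C, 5% CO2.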
TDP-43 yeast inh: TDP-43 toxicity inhibition in yeast; Potency, µM (highest dose often 46.1 µM), for inactives: at the top dose growth rescue (activation), hits mostly activators; 410,000 compounds, 1.8% hits; TDP-43 expressing yeast growth rescue, BacTiter-Glo, 24 h; also: potency is read from the fitted curve at half-maximal effect; % of control where 0% means no effect; nearly all actives have a fitted effect of over 50% in size
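Galactose-induced TDP-43 yeast, OD600=0.02, compound pinned; 24 hr, 30 deg C; BacTiter-Glo luminescence for growth. Inhibitors of TDP-43 toxicity read as activators.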
* marks the source's active call; other numbers are inactive results; i = inactive; ? = inconclusive; . = not tested or not shown; & = joins results of further samples; [ ] = another dose, or the depositor's remark. Unless noted, calls follow the shape of the dose curve; as a rule, active = well fitted curve in the direction sought with a large enough effect; inconclusive = small, poorly fitted or top-dose-only effect, or another doubt; inactive = no such curve, though single readings can be large; an effect the other way counts as inactive or inconclusive. These rows are one share of the data (hit frequency here may not be typical).

SMILES	KB-V1 cytotox	PTHR1 ag	GLP1R cytotox	DRD3 antagonist	GLP-1R agonist	aSyn rescue	DRD3 agonist	GLP1R inv ag	TDP-43 yeast inh
Cc1cccc(-n2c(Cc3cc(=O)[nH]c(=O)[nH]3)nnc2SCC(=O)N2CCc3ccccc32)c1	4%	-15%	1%	-25	2%	-4%	-14	10%	11%
Cc1ccc2cc(NC(=O)c3ccccc3)ccc2n1	-14%	-18%	?	-3	2%	-13%	-4	?	3%
Cn1c(=O)oc2cc(S(=O)(=O)CCC(=O)N3CCN(c4ccccc4F)CC3)ccc21	?	-17%&-25%	-11%&-5%	-6	1%	-5%	2&-10	?	2%&-3%
Cc1ccc([C@H]2C(C(=O)O)=CC[C@@H](c3cccc(Cl)c3)N2S(=O)(=O)c2ccc(C)cc2)cc1	0%	-11%	4%	-27	1%	-1%	-1	9%	26%
CCC(C)NC(=O)CC(c1ccc(OC)cc1)n1cccc1 (stereo not given)	-11%	i	2%	15	-8%	3%	2	3%	11%
COc1ccc(S(=O)(=O)N2CCOCC2)cc1NC(=O)c1ccc(-n2nc(C)cc2C)cc1	2%	-65%[inhibitor]	-10%	-8	2%	0%	-7	0%	-16%
CCOC(=O)c1c(S(=O)(=O)NCC(=O)N2CCN(c3cccc(OC)c3)CC2)c(C)n(C)c1C	7%	-9%	-22%	2	4%	-2%	2	12%	-9%
COc1ccccc1NC(=O)Cn1c(=O)n(Cc2nc(C)no2)c(=O)c2cc3c(cc21)OCO3	-2%	-10%	1%	.	.	.	2	-6%	21%
O=C(NNc1cccc(Cl)n1)Nc1cccc(Cl)c1	7%	0%	7%	5	-8%	2%	-1	0%	13%
COc1ccc(C(=O)NCC(=O)N=Nc2c(O)n(Cc3ccccc3)c3ccccc23)cc1OC	-5%	-12%	?	9	5%	4%	12	?	-18%
CC(NC(=O)COC(=O)/C=C/c1cccc(C(F)(F)F)c1)c1ccccc1 (stereo not given)	8%	-16%	-23%	7	1%	-10%	5	-10%	0%
O=C(/C=C/c1cccc(C(F)(F)F)c1)OCC(=O)N1CCN(c2ccccc2)CC1	9%	-19%	-12%	8	-5%	-7%	2	?	8%
CC1Cc2nc(SCC(=O)NCc3ccco3)n(-c3ccccc3)c(=O)c2S1 (stereo not given)	0%	-16%	-5%	19	-5%	2%	-2	4%	0%
CCOC(=O)c1ccc(NC(=O)C2CCCN(S(=O)(=O)c3cnc[nH]3)C2)cc1 (stereo not given)	27%	i	9%	5	5%	0%	-6	-5%	?
COc1ccc(CCC(=O)Nc2nnc(C(F)(F)F)s2)cc1	?	-19%	-15%	1	-2%	2%	0	9%	22%
CS(=O)(=O)c1ccc2nc(NC(=O)c3ccc(Cl)nc3)sc2c1	1%	-9%	-13%	0	-4%	-22%	1	-1%	-20%
NNC(=O)c1ccc(Cn2cc(Cl)cn2)cc1	-14%	18%	15%	-9	8%	-1%	-2	31%[activator]	-1%
CCCN1C(=O)/C(=C/c2ccc(N3CCOCC3)cc2)NC1=S	?	-37%[inhibitor]	2%	0	4%	-13%	1	-10%	-2%
CC(OC(=O)C1CC1C)C(=O)Nc1ncc(Cl)cc1Cl (stereo not given)	13%	i	-20%	0	8%	2%	12	-3%	-24%
COC(=O)C1=NN(c2ccccc2)C2(S1)S/C(=C\c1ccccc1)C(=O)N2c1ccccc1 (stereo not given)	-7%	i	2%	-23	-19%	-1%	-6	?	-6%
CCOc1cc(C=O)ccc1OS(=O)(=O)c1ccc(NC(C)=O)cc1	24%	-15%	-19%	-17	3%	10%	0	-19%	8%
CC(=O)c1ccc(NC(=O)c2cc(C)nn2-c2ccccc2)cc1	.	i	-2%	.	.	.	4	5%	?
CN(C)c1ccc(/C=N\Nc2nc(-c3ccccc3)cc(=O)[nH]2)cc1	10%	-46%[inhibitor]	2%	?	-1%	-6%	-9	17%	-4%
N#CCC(=O)Nc1ccc(C(=O)NNC(=S)NC2CC2)cc1	-3%	-17%	12%	-24	-7%	-6%	-4	-27%	4%
Cc1ccc(N2CCN(C(=O)CCc3c(C)nc4c(c3C)c(=O)n(C)c(=O)n4C)CC2)c(C)c1	29%	i	-4%	.	-2%	.	-6	1%	4%

Next part; the last two above are carried over.
SMILES	KB-V1 cytotox	PTHR1 ag	GLP1R cytotox	DRD3 antagonist	GLP-1R agonist	aSyn rescue	DRD3 agonist	GLP1R inv ag	TDP-43 yeast inh
N#CCC(=O)Nc1ccc(C(=O)NNC(=S)NC2CC2)cc1	-3%	-17%	12%	-24	-7%	-6%	-4	-27%	4%
Cc1ccc(N2CCN(C(=O)CCc3c(C)nc4c(c3C)c(=O)n(C)c(=O)n4C)CC2)c(C)c1	29%	i	-4%	.	-2%	.	-6	1%	4%
Cc1cc(C)nc(NS(=O)(=O)c2cccs2)c1	?	-3%	0%	-10	-5%	0%	0	-2%	9%
O=C(COc1ccc2c(c1)CCC2)N1CCN(c2ccc(F)cc2)CC1	?	-8%	13%	8	-7%	-1%	5	?	-5%
Cc1ccc2nc(/C(C#N)=C/c3cn[nH]c3-c3ccc(F)cc3)[nH]c2c1	?	i	-2%	33	-14%	-1%	-14	-2%	-3%
Cc1cc(Nc2nc3ccccc3c3nnc(C)n23)ccc1Br	-6%	i	5%	.	.	.	4	-3%	18%
CCC(C)NC(=O)c1ccc2c(=O)n3c(nc2c1)CCCCC3 (stereo not given)	-3%	-49%[inhibitor]	-6%	.	3%	.	-8	-11%	4%
Cc1nc(CN2CCCCC2)c(O)c(=O)[nH]1	-2%	?	5%	0	-1%	-7%	4	17%	-19%
Cc1ccc(S(=O)(=O)N2CCCCC2)cc1NC(=O)CNCc1ccco1	?	i	-28%	1	2%	?	38*	-14%	4%
COc1cc(CN2C[C@@H](CO)O[C@@H](n3cnc4c(NCc5ccc(F)cc5)ncnc43)C2)cc(OC)c1OC	4%	-22%	-12%	14	7%	3%	10	25%	0%
Nc1ccn(Cc2cccc(Cl)c2)n1	-11%	-36%	14%	-16	7%	1%	-8	16%	-13%
Cc1ccccc1CC(=O)NC1CCN(C)CC1	0%	-6%	1%	2	-7%	0%	-3	5%	2%
CS(=O)(=O)NN1C(=O)c2ccccc2NC1c1c[nH]c2ccccc12 (stereo not given)	?	-2%	-2%	13	5%	3%	4	14%	20%
COCCn1c(SCC(=O)Nc2cc(C)cc(C)c2)nnc1C(C)C	-22%	8%	-6%	-4	8%	9%	-4	-12%	-10%
COc1cc2c(c(OC)c1)C(c1ccncc1)CC(=O)N2 (stereo not given)	?	i	-19%	19	9%	2%	3	9%	22%
O=C(c1ccco1)N1CCN(C(=O)C2CC(c3ccc(Cl)cc3)=NO2)CC1 (stereo not given)	-9%	-21%	-29%	19	-7%	3%	0	?	4%
Cc1cccc(COC[C@H](Cc2ccccc2)N2CCN(C(=O)c3cccc(Cl)c3)CCC2=O)c1	18µM*	-48%[inhibitor]	-23%	3	-1%	?	1	?	18µM*
CC1CCC(C(C)C)C2=C1C(C#N)(C#N)C(C#N)(C#N)C(c1ccccc1)N2 (stereo not given)	-25%	-10%	12%	10	-10%	8%	-8	3%	6%
COC(=O)C[C@@H]1C=C[C@@H](NC(C)=O)[C@@H](CO)O1	2%	-16%	-1%	7	.	-2%	10	15%	0%
CC1CN(Cc2ccco2)C(=S)NC1=O (stereo not given)	13%	i	-5%	5	10%	-9%	1	-17%	-18%
Cc1cc(C)c2nc(-c3ccccc3)ccc2c1	15%	-24%	3%	43	14%	-9%	3	7%	?
CCCCNC(=O)CSc1nc2ccccc2c(=O)n1Cc1ccc2c(c1)OCO2	-19%	-2%	2%	2	5%	.	1	13%	6%
COC(=O)/C(C#N)=C/c1c(Oc2cc(C)cc(C)c2)nc2c(C)cccn2c1=O	?	i	-4%	-16	5%	-4%	-3	0%	-33%
C=CCSc1nc2ccccc2n1Cc1nnc(-c2cccs2)o1	6.5µM*	-14%[57.5 µM]	1%	17	9%	9%	1	0%	0%
CCN(CC)CCNC(=O)CCn1c(=O)c2cccn2c2cccnc21	.	-26%	4%	.	.	.	-18	11%	5%
CCc1ncc(C)nc1CC	13%	i	0%	-24	-3%	0%	25	13%	22%

10 entries from above, with bars between the fields.
structure | KB-V1 cytotox | PTHR1 ag | GLP1R cytotox | DRD3 antagonist | GLP-1R agonist | aSyn rescue | DRD3 agonist | GLP1R inv ag | TDP-43 yeast inh
Cc1cccc(COC[C@H](Cc2ccccc2)N2CCN(C(=O)c3cccc(Cl)c3)CCC2=O)c1 | 18µM* | -48%[inhibitor] | -23% | 3 | -1% | ? | 1 | ? | 18µM*
CC1CCC(C(C)C)C2=C1C(C#N)(C#N)C(C#N)(C#N)C(c1ccccc1)N2 (stereo not given) | -25% | -10% | 12% | 10 | -10% | 8% | -8 | 3% | 6%
COC(=O)C[C@@H]1C=C[C@@H](NC(C)=O)[C@@H](CO)O1 | 2% | -16% | -1% | 7 | . | -2% | 10 | 15% | 0%
CC1CN(Cc2ccco2)C(=S)NC1=O (stereo not given) | 13% | i | -5% | 5 | 10% | -9% | 1 | -17% | -18%
Cc1cc(C)c2nc(-c3ccccc3)ccc2c1 | 15% | -24% | 3% | 43 | 14% | -9% | 3 | 7% | ?
CCCCNC(=O)CSc1nc2ccccc2c(=O)n1Cc1ccc2c(c1)OCO2 | -19% | -2% | 2% | 2 | 5% | . | 1 | 13% | 6%
COC(=O)/C(C#N)=C/c1c(Oc2cc(C)cc(C)c2)nc2c(C)cccn2c1=O | ? | i | -4% | -16 | 5% | -4% | -3 | 0% | -33%
C=CCSc1nc2ccccc2n1Cc1nnc(-c2cccs2)o1 | 6.5µM* | -14%[57.5 µM] | 1% | 17 | 9% | 9% | 1 | 0% | 0%
CCN(CC)CCNC(=O)CCn1c(=O)c2cccn2c2cccnc21 | . | -26% | 4% | . | . | . | -18 | 11% | 5%
CCc1ncc(C)nc1CC | 13% | i | 0% | -24 | -3% | 0% | 25 | 13% | 22%
